AmpC inh no detg – qHTS Inhibitors of AmpC Beta-Lactamase (assay without detergent) | P00811 | AmpC nitrocefin hydrolysis, absorbance 480 nm, 0.0001% Triton | Potency, µM (highest dose often 57.1 µM), inactives show at the top dose activity change, negative = inhibition, hits mostly inhibitors | actives 0.52% (n = 330,000) | AID 485341, 2010;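 note: potency is the fitted concentration of half-maximal effect; plate controls were no compound for no effect and no enzyme for full effect; nearly all actives have a fitted effect of over 20% in size; some results filed as inactive show a strong effect at the top dose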
Target sequence (P00811 whole entry, looked up): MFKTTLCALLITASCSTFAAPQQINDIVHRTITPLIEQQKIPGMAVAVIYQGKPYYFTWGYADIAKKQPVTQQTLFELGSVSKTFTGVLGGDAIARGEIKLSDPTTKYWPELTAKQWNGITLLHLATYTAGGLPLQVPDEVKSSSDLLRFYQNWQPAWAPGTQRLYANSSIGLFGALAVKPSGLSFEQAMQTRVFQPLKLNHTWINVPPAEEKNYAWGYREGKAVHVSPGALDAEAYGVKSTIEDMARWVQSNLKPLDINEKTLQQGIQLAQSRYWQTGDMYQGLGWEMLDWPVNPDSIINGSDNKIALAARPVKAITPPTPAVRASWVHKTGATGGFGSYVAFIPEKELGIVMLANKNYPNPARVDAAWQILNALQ
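20 mM phosphate pH 7.0 + 0.01% (detergent screen) or 0.0001% Triton X-100; 5.3 nM AmpC reagent; cpd preinc 15 min RT; nitrocefin (800 uM stock) to start; A480 q20 s × 4 min; Activity was normalised to no-enzyme and no-compound control wells.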
HCMV inh – qHTS Assay for inhibitors of the human cytomegalovirus (HCMV); activity change, negative = inhibition, % at 57.5 µM; AID 1259415, 2018; HFF cells, HCMV-luciferase reporter, 72 h; active compounds read low; actives 4.5% (n = 410,000); in the data active = activity change below about -60%; inconclusive = no clear call, values can overlap the other calls; inactive = above about -39%
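Two-dose cell screen: HFF monolayers treated with compounds and infected with luciferase-expressing HCMV at 1 PFU/cell, 72 h at 37C, then lysed for luciferase measurement.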
LmPK inhibitor – qHTS Assay for Inhibitors of Leishmania Mexicana Pyruvate Kinase (LmPK); purified LmPK, Kinase-Glo ATP luminescence, 1 h; Potency, µM (highest dose often 57.5 µM), for the others: top-dose activity change, negative = inhibition, actives largely listed as inhibitors; Q27686; AID 1721, 2009; actives 0.37% (n = 290,000); note: potency is the fitted concentration of half-maximal effect
Target sequence (Q27686 whole entry, looked up): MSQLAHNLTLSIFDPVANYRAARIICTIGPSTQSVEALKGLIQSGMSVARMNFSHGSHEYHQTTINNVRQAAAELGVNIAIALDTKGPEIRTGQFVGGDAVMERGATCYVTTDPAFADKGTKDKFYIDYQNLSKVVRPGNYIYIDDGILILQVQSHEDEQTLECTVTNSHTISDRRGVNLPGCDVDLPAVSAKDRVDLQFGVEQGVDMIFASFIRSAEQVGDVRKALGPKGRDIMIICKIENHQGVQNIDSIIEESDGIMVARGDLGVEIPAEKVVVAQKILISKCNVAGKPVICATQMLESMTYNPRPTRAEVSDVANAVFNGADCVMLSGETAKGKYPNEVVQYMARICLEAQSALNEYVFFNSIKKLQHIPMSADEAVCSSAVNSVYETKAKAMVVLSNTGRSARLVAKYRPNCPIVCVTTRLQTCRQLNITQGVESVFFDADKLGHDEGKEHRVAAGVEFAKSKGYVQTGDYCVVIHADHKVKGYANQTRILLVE
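0.1 nM LmPK, 0.5 mM PEP, 0.1 mM ADP; 50 mM imidazole pH 7.2, 7 mM MgCl2, 50 mM KCl; 1 h RT. Kinase-Glo luminescence readout, normalized to no-enzyme (full inhibition) and uninhibited wells.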
HCV inh – qHTS Assay for Inhibitors of Hepatitis C Virus (HCV); AID 651820, 2012; Huh7.5.1 HCVcc-Cre infection, luciferase reporter, 44 h; actives 3.4% (n = 340,000); Potency, µM (titrated, usually from 41.8 µM), without a hit: top-dose activity change, negative = inhibition, most hits filed as inhibitors; note: potency is the fitted concentration of half-maximal effect
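Reporter virus HCVcc-Cre (~0.5 moi) infects cells exposed to compound; seeding density 1,000 cells/well with 4 h settling beforehand. Luminescence, 15 sec read, taken 44 h post-infection following a 15 min RT substrate incubation.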
AmpC inh detg – qHTS Inhibitors of AmpC Beta-Lactamase (assay with detergent); P00811; AmpC hydrolysis of nitrocefin, absorbance 480 nm, 0.01% Triton; actives 0.041% (n = 370,000); Potency, µM (top dose mostly 114 µM), for inactives: at the top dose activity change, negative = inhibition, actives largely listed as inhibitors; AID 485294, 2010;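 note: potency is the fitted concentration of half-maximal effect; 0% = no-compound wells and -100% = no-enzyme wells; nearly all actives have a fitted effect of over 25% in size; some results filed as inactive show a strong effect at the top dose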
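20 mM phosphate pH 7.0 + 0.01% (detergent screen) or 0.0001% Triton X-100; 5.3 nM AmpC reagent; cpd preinc 15 min RT; nitrocefin (800 uM stock) to start; A480 q20 s × 4 min; Activity was normalised to no-enzyme and no-compound control wells.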
TbPYK inhibitor – qHTS of Trypanosoma Brucei Inhibitors; pyruvate kinase (Trypanosoma brucei), Q57TT1; TbPYK enzyme, Kinase-Glo Plus ATP luminescence, 45 min; Potency, µM (series often up to 76.8 µM), without a hit: at the top dose activity, negative = inhibition, hits mostly inhibitors; actives 0.12% (n = 410,000); AID 624173, 2012; note: potency is the fitted concentration of half-maximal effect; nearly all actives have a fitted effect of over 50% in size
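Enzyme and substrate buffer are dispensed first and compound is pin-transferred. ADP at 130 uM final then starts the reaction, which runs 45 min at room temperature. Detection reagent is added for 10 min before luminescence is imaged.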
AMA1-RON2 inh – qHTS for Inhibitors of AMA1-RON; Towards Development of Antimalarial Drug Lead: Primary Screen. AlphaScreen AMA1-biotinylated RON2 peptide binding. Potency, µM (titrated, usually from 58.2 µM), for the others: at the top dose activity change, negative = inhibition, usual class: inhibitors. actives 0.2% (n = 360,000). AID 720542, 2013. Plasmodium falciparum AMA1 (3D7) - RON2 peptide interaction;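 note: potency is the fitted concentration of half-maximal effect; 0% = vehicle wells and -100% = peptide control; nearly all actives have a fitted effect of over 45% in size; some results filed as inactive show a strong effect at the top dose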
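AMA1 (3D7) with his tag at 25 nM final met compounds first, then biotinylated RON2 peptide at 25 nM; detection used donor plus acceptor beads, 10 µg/mL apiece, read by AlphaScreen after 30 min at room temperature.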
* hit, by the source's call; [ ] = another dose, or the depositor's remark. Unless noted, calls come from the whole dose curve; as a rule, active = well fitted curve in the direction sought with a large enough effect; inconclusive = small, poorly fitted or top-dose-only effect, or another doubt; inactive = no such curve, though single readings can be large; an effect the other way counts as inactive or inconclusive. Unless noted, % is set by controls: 0 for no effect and ±100 for the full control effect.

Screening Cc1ccc(C(O)c2ncc(-c3cccc(C(F)(F)F)c3)[nH]2)c(C)c1 (stereo not drawn) returned HCMV inh -11, TbPYK inhibitor -9% and AMA1-RON2 inh -2%.
CCc1c(C)nc2c(OC)cccc2c1SCCC(=O)O was read as AmpC inh no detg -5%, HCMV inh 12, LmPK inhibitor -1%, HCV inh 29%, AmpC inh detg -17%, TbPYK inhibitor -16% and AMA1-RON2 inh -5%.
For CCOC(=O)C1(CCOc2ccccc2)CCN(Cc2cc(OC)c(O)c(OC)c2)CC1 the results were AmpC inh no detg 59%, HCMV inh -25, LmPK inhibitor 0%, HCV inh -24%, AmpC inh detg -12%, TbPYK inhibitor -2% and AMA1-RON2 inh -5%.
For CC(C)(C)c1ccc(-n2nc(C#N)c(Cl)cc2=O)cc1 the results were AmpC inh no detg -17%, HCMV inh -101*, LmPK inhibitor 1%, HCV inh inconclusive, AmpC inh detg 5%, TbPYK inhibitor -6% and AMA1-RON2 inh -4%.
O=C(NCc1cccs1)C1CCC(CNS(=O)(=O)c2cccs2)CC1 (stereo not drawn) was read as AmpC inh no detg -14%, HCMV inh 67, LmPK inhibitor 6%, HCV inh 2%, AmpC inh detg -4%, TbPYK inhibitor -3% and AMA1-RON2 inh 16%.
`CCOc1ccccc1NC(=O)CSc1nnc(-c2ccncc2)o1` gave AmpC inh no detg -25%, HCMV inh 50, HCV inh -6%, AmpC inh detg -7%, TbPYK inhibitor 6% and AMA1-RON2 inh 1%.
COc1ccc(/C=C2\SC(=N)N(c3ccc(F)cc3)C2=O)cc1 was read as AmpC inh no detg -15%, HCMV inh -25, LmPK inhibitor 5%, HCV inh 4%, AmpC inh detg -14%, TbPYK inhibitor 0% and AMA1-RON2 inh 12%.
For COc1ccc(NS(=O)(=O)c2ccc(N3CCCCC3)c(NC(=O)C(C)NC(N)=O)c2)cc1 (stereo not drawn) the results were AmpC inh no detg 37%, HCMV inh -28, HCV inh inconclusive, TbPYK inhibitor 0% and AMA1-RON2 inh -1%.
CN(CC(=O)Nc1ccccc1Sc1ccccc1)C1CCCCC1 was read as AmpC inh no detg -20%, HCMV inh inconclusive, LmPK inhibitor -5%, HCV inh -17%, AmpC inh detg -7%, TbPYK inhibitor 1% and AMA1-RON2 inh 23%.
`CCC(=O)Nc1ccc(NC(=O)/C=C/c2ccc(Cl)cc2)cc1` gave AmpC inh no detg -9%, HCMV inh -15, LmPK inhibitor -2%, HCV inh 11%, AmpC inh detg -3%, TbPYK inhibitor -9% and AMA1-RON2 inh -3%.
Screening CN(Cc1nccs1)C(=O)c1cc(COc2cccc3cnccc23)on1 returned AmpC inh no detg 5%, HCMV inh -75*, LmPK inhibitor 7%, HCV inh 6.3µM*, AmpC inh detg 0%, TbPYK inhibitor 2% and AMA1-RON2 inh 94%[activator].
For CS(=O)(=O)N1CCN(c2ccc(NC(=O)c3ccc(-c4ccc(Cl)cc4)o3)cc2)CC1 the results were AmpC inh no detg -31%, HCMV inh -13, LmPK inhibitor -2%, HCV inh inconclusive, AmpC inh detg inconclusive, TbPYK inhibitor -2% and AMA1-RON2 inh -2%.
`CCS(=O)(=O)C(C)(CCl)C(=O)Nc1ccc(C(=O)OC)cc1` (stereo not drawn) gave AmpC inh no detg -3%, HCMV inh 7, LmPK inhibitor -6%, HCV inh -3%, AmpC inh detg -2%, TbPYK inhibitor -3% and AMA1-RON2 inh 18%.
`O=C(Nc1nnc(C23CC4CC(CC(C4)C2)C3)s1)c1ccco1` gave AmpC inh no detg -10%, HCMV inh 76, LmPK inhibitor -7%, HCV inh 10%, AmpC inh detg -1%, TbPYK inhibitor -11% and AMA1-RON2 inh -13%.
Screening Cc1ccc(CN(Cc2cccn2-c2nnc(N3CCCC3=O)s2)C(=O)Nc2cc(C)cc(C)c2)cc1 returned HCMV inh 16, AmpC inh detg 12% and TbPYK inhibitor 2%.
For COc1ccc(-c2ccc(C3C(C#N)=C(N)Oc4n[nH]c(C)c43)o2)cc1 (stereo not drawn) the results were AmpC inh no detg 1%, HCMV inh -4, LmPK inhibitor -1%, HCV inh -16%, AmpC inh detg -1%, TbPYK inhibitor 1% and AMA1-RON2 inh -21%.
N#Cc1c(-n2ncnc2-c2ccccc2Cl)sc2c1CCCCC2 was read as HCMV inh 0, AmpC inh detg 2% and TbPYK inhibitor 3%.
`O=C(CCCn1c(=O)[nH]c2ccccc2c1=O)NC1CCCCCC1` gave AmpC inh no detg 25%, HCMV inh -6, LmPK inhibitor -2%, HCV inh 5%, AmpC inh detg -1%, TbPYK inhibitor 2% and AMA1-RON2 inh -4%.
Cc1sc(NC(=O)c2ccco2)c(C(c2cccnc2)N2CCN(C)CC2)c1C (stereo not drawn) was read as AmpC inh no detg 42%, HCMV inh -8, LmPK inhibitor 6%, HCV inh inconclusive, AmpC inh detg -3%, TbPYK inhibitor -7% and AMA1-RON2 inh -13%.
Screening O=C(Nc1cccc(Cl)c1)N(CCN1CCOCC1)Cc1ccccc1F returned AmpC inh no detg 21%, HCMV inh -13, LmPK inhibitor 4%, HCV inh -14%, AmpC inh detg 0% and AMA1-RON2 inh 16%.

Brought forward from above: 2 compounds, followed by the next part.
Cc1sc(NC(=O)c2ccco2)c(C(c2cccnc2)N2CCN(C)CC2)c1C (stereo not drawn) was read as AmpC inh no detg 42%, HCMV inh -8, LmPK inhibitor 6%, HCV inh inconclusive, AmpC inh detg -3%, TbPYK inhibitor -7% and AMA1-RON2 inh -13%.
Screening O=C(Nc1cccc(Cl)c1)N(CCN1CCOCC1)Cc1ccccc1F returned AmpC inh no detg 21%, HCMV inh -13, LmPK inhibitor 4%, HCV inh -14%, AmpC inh detg 0% and AMA1-RON2 inh 16%.
For COc1ccccc1NC(=O)CC(NC1CCCCC1)C(=O)O (stereo not drawn) the results were AmpC inh no detg -8%, HCMV inh -17, LmPK inhibitor -6%, HCV inh 12%, AmpC inh detg -1%, TbPYK inhibitor 6% and AMA1-RON2 inh -1%.
CCc1nc2ccc(C(=O)NCc3ccc4c(c3)OCO4)cn2c1N(CC)CCN(C)C was read as HCMV inh 4, TbPYK inhibitor -2% and AMA1-RON2 inh -6%.
CC(=C/C(=O)O)/C=C/c1ccc([N+](=O)[O-])cc1 was read as AmpC inh no detg -13%, HCMV inh -6, LmPK inhibitor -22%, HCV inh 2%, AmpC inh detg 3%, TbPYK inhibitor -2% and AMA1-RON2 inh -28%.
For O=C(COC(=O)COc1cccc(Br)c1)Nc1ccc(F)cc1F the results were AmpC inh no detg -21%, HCMV inh -8, HCV inh 6%, AmpC inh detg inconclusive, TbPYK inhibitor -8% and AMA1-RON2 inh 20%.
Screening CCSc1nnc(NC(NC(C)=O)(C(F)(F)F)C(F)(F)F)s1 returned AmpC inh no detg -13%, HCMV inh 57, LmPK inhibitor -5%, HCV inh 12%, AmpC inh detg -17%, TbPYK inhibitor 5% and AMA1-RON2 inh -8%.
For CCOC(=O)c1csc(-c2ccc(OC)c(OC)c2)n1 the results were AmpC inh no detg -3%, HCMV inh 72, LmPK inhibitor -2%, HCV inh inconclusive, AmpC inh detg -18%, TbPYK inhibitor -1% and AMA1-RON2 inh -18%.
`COc1ccc(NC(=O)CSc2nnc(-c3ccccc3C)n2N)cc1OC` gave AmpC inh no detg 2%, HCMV inh 35, LmPK inhibitor 1%, HCV inh 10%, AmpC inh detg -12%, TbPYK inhibitor -1% and AMA1-RON2 inh 10%.
Screening COc1ccccc1OC(C)C(=O)N1CCc2ccccc21 (stereo not drawn) returned AmpC inh no detg 0%, HCMV inh -2, HCV inh 17%, AmpC inh detg -10%, TbPYK inhibitor 7% and AMA1-RON2 inh -1%.
CCc1c(N)nc(N)nc1Nc1ccccc1C was read as HCMV inh -20, HCV inh -16%, TbPYK inhibitor 5% and AMA1-RON2 inh -10%.
Screening Cc1ccccc1Nc1cc(C(=O)NCC2CCCO2)c2ccccc2n1 (stereo not drawn) returned AmpC inh no detg -1%, HCMV inh 0, LmPK inhibitor 2%, HCV inh -8%, AmpC inh detg inconclusive, TbPYK inhibitor inconclusive and AMA1-RON2 inh -6%.
`CN(C)CCN(Cc1ccccc1)c1nccc(N(C)C)c1C#N` gave AmpC inh no detg 12%, HCMV inh -2, LmPK inhibitor 1%, HCV inh 4%, AmpC inh detg inconclusive, TbPYK inhibitor 2% and AMA1-RON2 inh -10%.
`CC(=O)N/C(=C/c1ccc(OS(=O)(=O)c2ccc(C)cc2)cc1)C(=O)NCCCO` gave AmpC inh no detg 22%, HCMV inh -11, LmPK inhibitor 0%, HCV inh 17%, AmpC inh detg 1%, TbPYK inhibitor 4% and AMA1-RON2 inh -11%.
`O=C1Cc2ccccc2Sc2cc(OCCCN3CCCCC3)ccc21` gave AmpC inh no detg 21%, HCMV inh -33, LmPK inhibitor 4%, HCV inh inconclusive, AmpC inh detg 2%, TbPYK inhibitor -6% and AMA1-RON2 inh -6%.
COc1ccccc1-c1nc(C#N)c(N2CCN(C(c3ccccc3)c3ccccc3)CC2)o1 was read as AmpC inh no detg -13%, HCMV inh -9, LmPK inhibitor 6%, HCV inh 9%, AmpC inh detg inconclusive, TbPYK inhibitor -6% and AMA1-RON2 inh -9%.
Screening O=C(Nc1ccc(C(=O)N2CCOCC2)cc1)c1ccccc1[N+](=O)[O-] returned AmpC inh no detg 1%, HCMV inh 20, LmPK inhibitor -10%, HCV inh 30%, AmpC inh detg 3%, TbPYK inhibitor 5% and AMA1-RON2 inh -6%.
For O=C(Nc1nnc([C@@H]2C[C@H](O)[C@@H](CO)O2)s1)c1cccc2ccccc12 the results were HCMV inh 93, TbPYK inhibitor -1% and AMA1-RON2 inh 10%.

Compounds from the list above that contain two or more sulfur atoms, in the order listed:
O=C(NCc1cccs1)C1CCC(CNS(=O)(=O)c2cccs2)CC1 (stereo not drawn) was read as AmpC inh no detg -14%, HCMV inh 67, LmPK inhibitor 6%, HCV inh 2%, AmpC inh detg -4%, TbPYK inhibitor -3% and AMA1-RON2 inh 16%.
Screening CCSc1nnc(NC(NC(C)=O)(C(F)(F)F)C(F)(F)F)s1 returned AmpC inh no detg -13%, HCMV inh 57, LmPK inhibitor -5%, HCV inh 12%, AmpC inh detg -17%, TbPYK inhibitor 5% and AMA1-RON2 inh -8%.

Screens as filed in PubChem.
